Screening results: PubChem BioAssay, Broad Institute
INS-1E GSIS act: GLuc luminescence reporter in INS-1E cells, primary screen for activators of glucose-dependent secretion of insulin; INS-1E GLuc reporter insulin secretion, 2-3 h; activation, % at 16.6 µM; 370,000 compounds, 0.61% hits;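 active = lowest replicate activation of at least 40%, so every replicate reaches that level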;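 note: 0% = median of neutral control wells and 100% = median of IBMX positive control wells; some compounds called inactive have numbers as strong as hits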
DENV2 CPE: inhibitors of DENV2 cytopathic effect, primary screen, cell-based, plate reader, single concentration; CPE inhibition, % at 9.99 µM; DENV2-infected cells, cytopathic effect rescue; 350,000 compounds, 1.7% hits; AID 651640, 2012; in the data active = CPE inhibition above about 20%, passing the limit was not always enough; inconclusive = no clear call, values can overlap the other calls; tested in BHK-21 cells;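 note: 0% = median of neutral control wells and 100% = median of positive control wells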
EWS-Fli block: EWS/Fli-driven NR0B1 reporter inhibitors, primary screen, A673 cells, NR0B1 luciferase, luminescence, MLPCN library | viability-normalised | inhibition, % at 12.6 µM | 350,000 compounds, 0.67% hits;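 active = mean inhibition of at least 50% after viability correction, with every replicate also passing that limit; inconclusive = mean reaches 50% but only one of two replicates passes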;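 note: firefly luciferase signal divided by Alamar Blue viability fluorescence both relative to DMSO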
ERp5 inh: inhibitors of ERp5-driven insulin aggregation, primary screen, biochemical, turbidity, absorbance 650 nm, single point. 90 min. 350,000 compounds, 0.05% hits. AID 651711, 2012. inhibition, % at 9.99 µM;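 active = mean replicate inhibition above about 25%, with every replicate also reaching it, limit read from the data, passing the limit was not always enough; inconclusive = only one of those two criteria met; inactive = neither criterion met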
Target sequence (Q15084 whole entry, looked up): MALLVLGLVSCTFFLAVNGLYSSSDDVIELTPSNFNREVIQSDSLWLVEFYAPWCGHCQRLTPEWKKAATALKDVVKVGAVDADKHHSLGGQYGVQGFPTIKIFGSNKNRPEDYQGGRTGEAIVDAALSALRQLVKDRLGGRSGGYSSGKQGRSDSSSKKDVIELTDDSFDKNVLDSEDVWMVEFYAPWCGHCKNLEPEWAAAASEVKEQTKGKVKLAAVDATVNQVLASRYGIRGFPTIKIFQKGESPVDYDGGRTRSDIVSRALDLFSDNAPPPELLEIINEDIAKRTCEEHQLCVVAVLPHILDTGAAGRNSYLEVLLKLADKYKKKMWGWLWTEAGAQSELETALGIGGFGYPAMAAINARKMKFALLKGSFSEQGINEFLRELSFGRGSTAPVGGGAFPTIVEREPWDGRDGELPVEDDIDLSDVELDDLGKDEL
PAX8 inh HTS: inhibitors of PAX8-driven TPO luciferase reporter, primary screen, RMG-I cells, single concentration | inhibition, % at 12.6 µM | 360,000 compounds, 1.2% hits | SteadyGlo, 24 h;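 active = mean replicate inhibition at least 60% with every replicate also reaching 60%; inconclusive = only one of the two criteria is met; inactive = mean below 60% and not all replicates reaching 60%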;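 note: luciferase light reporting Pax8 driven TPO promoter activity; plate controls were median of neutral control wells for no effect and mitoxantrone controls for full effect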
Xi reactivation: activators of inactive X chromosome reactivation, primary screen, imaging, XiGFP fibroblasts, GFP high-content imaging, set 2. XiGFP mouse fibroblasts, % GFP-positive cells imaging, 3 d; cells co-treated with 5-aza-dC sensitizer; scaled so ellipticine positive control = 100%. activation, % at 7.58 µM. 360,000 compounds, 0.055% hits;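 active = mean normalized replicate activation at least 10% and every replicate at or above 10%; inconclusive = only one of the two criteria met; inactive = mean below 10% and not all replicates reach 10%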;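 note: 0% = median of on-plate neutral control wells and 100% = ellipticine 6 µM median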
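material = 68-5-11 XiGFP fibroblast line | medium = DMEM plus 5-aza-dC sensitizer | schedule = 3 days compound exposure | benchmarks = positive control ellipticine, 6 µM final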
ARNT-TACC3 inh: disruptors of ARNT/TACC3 protein interaction, primary screen, biochemical, AlphaScreen, single concentration; AlphaScreen His-ARNT PAS-B/GST-TACC3 binding, luminescence; TACC3 fragment carries E629A point mutation; inhibition, % at 9.99 µM; 390,000 compounds, 0.66% hits; AID 623870, 2012; Transforming acidic coiled-coil-containing protein 3 (Homo sapiens), Q9Y6A5;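 active = mean inhibition of replicates at least 50% and at least half of replicates each reaching 50%; inconclusive = half or more replicates reach 50% but mean below 50%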;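 note: 0% = complete ARNT plus TACC3 wells and 100% = ARNT alone without TACC3; many hits fall short of the cut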
CFTR F508del cor: F508del CFTR correction, initial screen, CFBE line, single point | CFBE cells, YFP halide quenching; stimulated with forskolin plus potentiator P3; % fluorescence drop versus neutral controls | activity (quench increase), % at 7.58 µM | 350,000 compounds, 0.36% hits;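 active = mean added fluorescence quench of at least 8% versus neutral control, with both replicates also reaching 8%; inconclusive = only one of the mean or replicate conditions met; inactive = mean below 8% and not both replicates reaching 8%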;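 note: cells transiently co-express mutant CFTR-F508del with the halide-sensitive YFP; corrector assay measuring rescue of mutant channel to the surface after 24 h compound exposure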
An asterisk follows results filed as active; ? = inconclusive; . = no result given.

SMILES	INS-1E GSIS act	DENV2 CPE	EWS-Fli block	ERp5 inh	PAX8 inh HTS	Xi reactivation	ARNT-TACC3 inh	CFTR F508del cor
COC(=O)[C@H]1C[C@H](O)CN1S(=O)(=O)c1ccc(Br)cc1F	13	4	0	1	-8	0.0	-28	-0.6
COC(=O)c1ccccc1NC(=O)CN1CCc2ccccc2C1	5	6	5	1	19	-0.1	-6	1.9
O=C(O)c1ccc(Cl)c(S(=O)(=O)N2CCC(Cc3ccccc3)CC2)c1	7	-3	7	2	0	0.5	-9	-1.9
CN1C(=O)c2cc(NC(=O)Nc3ccc(F)cc3)ccc2OC[C@@H]2O[C@H](CC(=O)NC3CCC3)CC[C@@H]21	-14	-8	-4	0	8	0.2	-4	-1.1
N#CCCc1cccc(CCC#N)c1	6	120*	-4	-2	-4	0.0	-3	0.1
O=C(NN1CCOCC1)c1ccc(Cl)c([N+](=O)[O-])c1	6	7	3	9	8	0.0	-3	-1.6
O=C(c1ccc(F)cc1)N1CCCCN2[C@H](CO)[C@@H](c3ccc(-c4ccccc4)cc3)[C@@H]2C1	-2	5	4	4	15	0.6	4	-1.2
CC(=O)NC(C)(c1ccccc1)c1nc(-c2cncnc2)cs1 (stereo not drawn)	.	-12	-7	9	-25	-0.1	.	0.3
CC(C)c1ccccc1OCCCCCNCCO	4	2	-5	0	.	.	-2	-1.7
Cc1sc2nc(CSCC(=O)Nc3ccc(C(F)(F)F)cc3)[nH]c(=O)c2c1C	-16	?	5	1	-8	0.0	-1	3.7
Cc1c(C)c2ccc(OCC(=O)NCCN3CCOCC3)cc2oc1=O	0	-6	-2	-13	-13	0.0	-4	-0.2
CC(C)(C)c1n[nH]c2c1CCCC2	30	-9	5	1	8	0.3	-4	0.0
CN(C)C(=O)[C@H]1[C@H](CO)[C@H]2Cn3c(ccc(-c4ccccc4)c3=O)[C@@H]1N2CC1CCCC1	-13	12	-2	-6	9	0.1	6	-0.6
CSc1ccc(Cl)c(C(=O)N(C)CC(=O)Nc2ccc(N3CCOCC3)cc2)c1	-3	11	-3	-3	.	0.0	-1	-1.1
COCCN(C(=O)COC(=O)/C=C/c1nc2ccccc2s1)c1c(N)n(Cc2ccccc2)c(=O)[nH]c1=O	23	?	10	-3	76*	0.2	-4	-0.9
CCCN(C)C[C@@H]1Oc2cc(C#CC3CCCCC3)ccc2S(=O)(=O)N([C@H](C)CO)C[C@@H]1C	4	.	6	.	.	0.0	.	0.8
O=C(CC1CC1)N1CC(=O)N2[C@H](CO)[C@H](c3ccc(-c4cccnc4)cc3)[C@H]2C1	11	-2	3	5	-10	0.3	.	-2.4
CS(=O)(=O)N1CCN(c2ccccc2NC(=O)Nc2cccc(Cl)c2)CC1	-27	-1	-10	0	0	0.1	2	-2.2
O=C(O)c1ccc(/C=N/N2CCN(C3c4ccccc4-c4ccccc43)CC2)cc1	-4	-4	7	2	-8	1.6	2	1.8
CCc1ccccc1NC(=O)N1CCc2ccccc21	10	-1	-22	0	-36	0.1	-15	0.5
O=C1CC(C(=O)Nc2ccccc2)S/C(=N\NC(=O)c2ccccc2Cl)N1 (stereo not drawn)	-14	-1	-1	-8	15	0.8	9	0.5
COCC#Cc1cnc2c(c1)C(=O)N([C@H](C)CO)C[C@@H](C)[C@@H](CN(C)C(C)=O)O2	-6	-6	-3	1	.	-0.4	16	-6.3
O=C1[C@@H]2Cc3c([nH]c4ccccc34)C(c3ccccc3)N2C(=O)CN1CCO (stereo partly drawn)	19	3	10	1	-3	0.0	-3	-1.7
COc1cc(/C=N/NC(=O)c2cccc(NC(=O)c3ccccc3)c2)ccc1O	-14	9	-14	-1	-8	0.1	.	1.4
COc1ccc(C2CC(c3cccs3)=NN2C(=O)CSc2nc(=O)n3ccc(C)cc3n2)cc1 (stereo not drawn)	16	4	-2	-7	.	0.0	5	-4.6
Cc1nc(C)c(C(=O)OCC(=O)NCCc2ccc(S(N)(=O)=O)cc2)s1	-8	3	5	-5	3	0.0	32	3.5
O=C(NNC(=O)c1ccccc1O)c1ccc(S(=O)(=O)Nc2ccccc2)cc1	-16	?	13	0	40	-0.1	14	-3.7
N#Cc1cccc(CN2CCC(=O)N([C@H](CO)Cc3ccccc3)CC2)c1	-8	9	-1	0	14	0.0	-7	2.4
COC(=O)c1ccc(NC(=O)COc2cccc(-n3cnnn3)c2)cc1	11	3	3	7	-22	0.1	-2	-0.4
Cc1ccc2nc(N/N=C/c3ccco3)cc(C)c2c1	8	8	-48	4	-123	0.0	1	3.0
C[C@@H]1CN([C@@H](C)CO)C(=O)c2cc(NS(=O)(=O)c3ccc(Cl)cc3)ccc2O[C@@H](C)CCCCO[C@H]1CN(C)Cc1ccccc1	-21	0	6	-1	0	0.7	3	1.0
Cc1cc(OCC(=O)N2CCC(C(=O)O)CC2)c2c(C)cc(=O)oc2c1	13	-6	-2	-5	.	.	-10	4.1
O=C(CC12CC3CC(CC(Br)(C3)C1)C2)NC1CCCC1	22	-1	-4	3	-23	-0.1	2	-3.3
COC1=C(Nc2ccc(O)cc2)C(=O)c2ccccc2C1=O	8	.	-17	-3	35	-0.1	35	-0.3
COc1ccc(Nc2oc(-c3ccccc3)nc2C#N)cc1	3	0	-46	-7	-68	-0.2	-4	-2.1
O=C(O)CN1C(=O)c2cccc3c(Br)ccc1c23	8	-1	10	-3	7	0.0	9	1.4

Two of the compounds above, with each value named:
structure: O=C(O)CN1C(=O)c2cccc3c(Br)ccc1c23
  INS-1E GSIS act = 8
  DENV2 CPE = -1
  EWS-Fli block = 10
  ERp5 inh = -3
  PAX8 inh HTS = 7
  Xi reactivation = 0.0
  ARNT-TACC3 inh = 9
  CFTR F508del cor = 1.4

structure: C[C@@H]1CN([C@@H](C)CO)C(=O)c2cc(NS(=O)(=O)c3ccc(Cl)cc3)ccc2O[C@@H](C)CCCCO[C@H]1CN(C)Cc1ccccc1
  INS-1E GSIS act = -21
  DENV2 CPE = 0
  EWS-Fli block = 6
  ERp5 inh = -1
  PAX8 inh HTS = 0
  Xi reactivation = 0.7
  ARNT-TACC3 inh = 3
  CFTR F508del cor = 1.0

Other entries follow:
SMILES	INS-1E GSIS act	DENV2 CPE	EWS-Fli block	ERp5 inh	PAX8 inh HTS	Xi reactivation	ARNT-TACC3 inh	CFTR F508del cor
CC1(C)CC(=O)C(N=Nc2cccc(S(=O)(=O)N3CCOCC3)c2)=C(O)C1	-2	-2	-1	-2	17	-0.2	-23	2.2
Cc1ccc(NS(=O)(=O)c2ccc(C(=O)N3CCCCCC3)cc2)cc1	-53	5	7	1	4	6.0	2	-4.1
C[C@@H]1CN([C@@H](C)CO)C(=O)c2cc(NC(=O)C3CCCCC3)ccc2O[C@@H](C)CCCCO[C@@H]1CN(C)Cc1ccccc1	-17	-7	-2	2	7	-1.1	8	-1.6
CN(C(=O)CSc1n[nH]c(-c2cccs2)n1)C1CCS(=O)(=O)C1 (stereo not drawn)	-16	12	2	5	9	7.6	3	-2.9
CC(C)NC(=O)Nc1cccc2c1O[C@H](CN(C)Cc1ccc(C(=O)O)cc1)[C@H](C)CN([C@H](C)CO)C2=O	7	10	1	9	2	-0.4	2	-0.3
CCN(CC)S(=O)(=O)c1ccc(S(=O)(=O)N2CCCC2)cc1	19	2	1	-7	-18	0.0	-5	-0.3
O=C(O)C[C@@H]1C[C@H]2c3cc(NC(=O)c4ccc5c(c4)OCO5)ccc3O[C@H]2[C@@H](CO)O1	-4	-4	-2	-6	-5	0.5	5	-4.2
CCc1ccc(NC(=O)C(C)OC(=O)c2ccc(NS(=O)(=O)c3ccc(C)c([N+](=O)[O-])c3)cc2)cc1 (stereo not drawn)	-11	14	10	-1	32	0.0	-2	.
CN1C(=O)c2cc(NC(=O)c3cccs3)ccc2OC[C@@H]2O[C@H](CC(=O)O)CC[C@@H]21	-3	2	-3	-1	5	0.0	11	-2.5
Cc1cc(C(=O)N2CCCC(N3CCN(c4cccc(Cl)c4)CC3)C2)nc(C)n1 (stereo not drawn)	-12	3	.	3	46	0.2	-5	0.0
N#Cc1ccccc1S(=O)(=O)N1CCN(Cc2cccs2)CC1	14	-1	1	1	3	0.1	.	4.3
CC(=O)N1CCN(S(=O)(=O)c2cccc(C(=O)NCCC3=CCCCC3)c2)CC1	-14	2	2	-6	1	-0.3	4	-0.5
CC1=C(C(=O)OCc2cc(C)on2)N2C(=O)[C@@H](NC(=O)OCc3cc(C)on3)[C@H]2SC1	-2	10	-3	8	10	-0.2	-2	-7.6
C[C@@H]1CN([C@H](C)CO)C(=O)Cc2cc(NS(=O)(=O)c3cccs3)ccc2O[C@H]1CN(C)Cc1ccncc1	-7	3	-2	.	-8	-1.0	-40	2.6
CC(=O)c1ccc(N2CCN(c3ncccn3)CC2)c([N+](=O)[O-])c1	-3	0	-17	0	-6	0.4	6	1.9
CCCNC(=O)C[C@@H]1CC[C@@H]2[C@H](COc3ccc(NC(=O)NC(C)C)cc3C(=O)N2C)O1	11	17	-2	13	-3	0.2	2	0.2
O=C(CCNC(=O)c1ccc([N+](=O)[O-])cc1)NC1CCCCC1	1	-9	6	1	-1	0.0	-4	-0.6
COc1ccc(-c2n(CC(=O)OC3CC(C)CCC3C(C)C)c3ccccc3[n+]2C)cc1 (stereo not drawn)	0	-1	3	1	2	0.1	4	-2.3
CO[C@H]1CN(C)C(=O)c2cc(NC(=O)CC(F)(F)F)ccc2OC[C@H](C)N(C(=O)C2CCOCC2)C[C@@H]1C	-1	27*	28	6	-13	0.0	.	1.6
O=C(NCc1cccc(Cl)c1)C1CCC(=O)N(CCCN2CCCC2=O)C1 (stereo not drawn)	37	3	-7	0	9	0.0	-8	3.4
CN(C)CCNc1nc2sc3c(c2c(=O)n1-c1ccc(F)cc1)CCCCC3	10	26*	8	1	-6	0.0	7	0.0
O=C(CCCN1C(=O)/C(=C\c2cccc(Br)c2)SC1=S)Nc1ccc(C(=O)O)cc1	-5	8	-1	0	6	-0.1	.	1.7
COc1cccc(S(=O)(=O)N2[C@@H]3CNC[C@H]2C3c2ccc(-c3cccc(C)c3)cc2)c1 (stereo partly drawn)	-2	10	.	-2	.	0.0	.	0.2
CO[C@@H]1CN(C)C(=O)c2cc(NS(=O)(=O)c3ccccc3)ccc2OC[C@H](C)NC[C@H]1C	4	2	0	-4	-20	0.1	0	-1.9
Cc1noc(NS(=O)(=O)c2ccc(NC(=O)NC(C)(C(F)(F)F)C(F)(F)F)cc2)c1C	3	-6	3	-3	13	0.0	-11	-1.8
C[C@@H]1CN([C@H](C)CO)C(=O)c2cccc(NC(=O)Nc3ccc4c(c3)OCO4)c2O[C@H]1CN(C)Cc1ccc(Cl)c(Cl)c1	-42	-10	-29	0	.	0.4	12	-0.2
CC(C)C[C@H](N)c1cn([C@@H](Cc2cc3ccccc3[nH]2)C(=O)N2CCNCC2)nn1	6	.	1	.	-6	0.0	11	1.4
C[C@@H]1CN([C@H](C)CO)C(=O)c2ccccc2-c2ccccc2CO[C@@H]1CN(C)Cc1ccc(Oc2ccccc2)cc1	-5	0	25	0	2	0.0	.	-1.7

This is a random part of the collection; about 4.2% have a hit in one of these screens.
